# Tat export inh: E. coli Tat transport inhibition | E. coli MC4100 TorA-mCherry Tat export, fluorescence | 340,000 tested, 0.036% active | inhibition, % at 10 µM;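 active = mean replicate inhibition at least 50% and at least half of replicates individually reaching 50%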;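 also: exported cargo escapes ClpAP degradation while cytoplasmic cargo is degraded and loses fluorescence; 0% = median of neutral control wells and 100% = median of NaSCN control wells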
# Arr AP2 block: inhibitors of human beta-arrestin and AP2 interaction; FITC-arrestin peptide / GST-AP2 beads, flow cytometry; AP2 beta2 appendage carries R879A mutation; inhibition, % at 10 µM; 340,000 tested, 0.31% active;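 active = inhibition above a set limit, near 3 SD of compounds lacking own fluorescence, cut at about 54% in these data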;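 also: plate controls were DMSO wells for no effect and 5 µM unlabelled arrestin peptide for full effect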
#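 Measured by: flow cytometry, FL1 (488/535 nm); Material: AP2 appendage R879A on GSH beads; Evaluation: percent response; Timing: pre-incubation 12 min, peptide binding 1 h, room temperature; Also added: 50 nM FITC-arrestin peptide; Medium: PBS with 0.05% Tween 20 and 0.1% BSA.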
# PKA-R1A activ: activates the PKA-R1A holoenzyme complex. P00514+P68181. PKA-R1A dissociation, Cy5-IP20 fluorescence polarization; scaled: DMSO 0%, 113 µM cGMP 100%. activation, % at 11.4 µM. 340,000 tested, 0.083% active;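 active = percent activation above the mean of all tested compounds plus 3 SD, cut at about 19% in these data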;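 also: higher means more PKAc released from R1A so a rise in polarization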
# SUMO Mot1 rescue: blocks SUMOylation pathway, rescuing yeast Mot1-301 growth | S. cerevisiae Mot1-301 growth rescue, ATP luminescence, 38.5C; percent above DMSO median, 100 means doubled | growth rescue, % at 18.8 µM | 320,000 tested, 1% active;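 active = every valid replicate shows activation above 250% relative to neutral control wells; inactive = the rest, any valid replicate at or below 250%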;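 also: OY570 slx delta 5 strain wells were the positive control but not used for scaling; some compounds called inactive have numbers as strong as hits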
# Ecoli viability: bacterial growth inhibition, counter-screen for AddAB inhibitors. 330,000 tested, 0.27% active. inhibition, % at 11.9 µM. AID 449728. E. coli V3065 growth, OD600 absorbance, 18 h;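 active = inhibition above the campaign's mean inhibition across all tested compounds plus 3 SD, cut at about 9.9% in these data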;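 also: uninfected addAB+ strain grown without phage in ampicillin broth; 0% = DMSO wells and 100% = ciprofloxacin 0.95 µg/ml wells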
# Pemphigus Ab inh: blocks pemphigus antibody binding to human desmoglein-3 | P32926 | DSG3-coupled beads, scFv-anti-DSG3-GFP binding, flow cytometry; stronger effect = lower value | binding (percent of control), % at 10 µM | 310,000 tested, 0.48% active;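 active = binding more than 3 SD below its plate's average and above zero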;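 also: hits lower antibody fragment binding to DSG3; some compounds called inactive have numbers as strong as hits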
# Target sequence (P32926 whole entry, looked up, the tested form may be a part): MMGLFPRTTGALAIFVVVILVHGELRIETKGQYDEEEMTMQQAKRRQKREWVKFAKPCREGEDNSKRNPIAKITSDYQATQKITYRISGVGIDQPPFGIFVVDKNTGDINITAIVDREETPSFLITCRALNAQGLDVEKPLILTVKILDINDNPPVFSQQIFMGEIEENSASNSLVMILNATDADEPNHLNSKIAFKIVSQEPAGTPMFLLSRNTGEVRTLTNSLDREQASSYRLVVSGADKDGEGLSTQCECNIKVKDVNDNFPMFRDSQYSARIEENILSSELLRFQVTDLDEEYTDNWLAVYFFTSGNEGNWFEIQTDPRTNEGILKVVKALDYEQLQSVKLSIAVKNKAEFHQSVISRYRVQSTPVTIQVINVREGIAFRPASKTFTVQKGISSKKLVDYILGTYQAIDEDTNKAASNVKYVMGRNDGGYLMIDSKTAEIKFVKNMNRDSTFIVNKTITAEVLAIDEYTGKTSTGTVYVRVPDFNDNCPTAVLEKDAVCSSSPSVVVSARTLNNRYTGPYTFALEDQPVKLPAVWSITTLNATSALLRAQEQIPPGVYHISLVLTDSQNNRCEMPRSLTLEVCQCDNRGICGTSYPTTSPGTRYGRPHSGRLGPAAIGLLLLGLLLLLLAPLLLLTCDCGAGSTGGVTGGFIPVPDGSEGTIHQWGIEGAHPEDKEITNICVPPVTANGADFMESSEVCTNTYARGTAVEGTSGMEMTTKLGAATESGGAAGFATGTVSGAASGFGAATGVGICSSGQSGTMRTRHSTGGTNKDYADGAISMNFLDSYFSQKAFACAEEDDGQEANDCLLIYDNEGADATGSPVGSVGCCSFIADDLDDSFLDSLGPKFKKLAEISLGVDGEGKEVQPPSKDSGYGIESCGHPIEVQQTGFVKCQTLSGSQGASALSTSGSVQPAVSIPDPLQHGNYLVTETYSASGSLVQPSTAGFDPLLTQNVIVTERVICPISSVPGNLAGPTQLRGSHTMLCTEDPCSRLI
# OPRM1-OPRD1 ag: agonists of human mu-delta opioid receptor heterodimerization; cells, OPRM1-OPRD1 heterodimerization, luminescence; 340,000 tested, 0.3% active; AID 504326; P35372+P41143; activation, % at 9.3 µM; in the data active = activation above about 18%;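 also: 0% = vehicle-treated cells and 100% = reference agonist; values of inactives mirror those of a sister screen read the other way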
# PfHsp90 set2: growth inhibition of yeast expressing Plasmodium Hsp90 | AID 504621 | S. cerevisiae expressing PfHsp90, BacTiter-Glo ATP, 48 h; yeast lacking PDR1 and PDR3 efflux regulators | 310,000 tested, 0.32% active | inhibition, % at 9.4 µM;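 active = every replicate shows inhibition above about 80%, whatever the replicate mean, limit read from the data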;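 also: 0% = DMSO neutral controls and 100% = 20 µM radicicol positive controls; yeast relying on Plasmodium falciparum Hsp90 in place of its own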
# MOR-DOR inv ag: inverse agonist of human OPRM1-OPRD1 heterodimerization. P35372+P41143. cell-based MOR-DOR heterodimer luminescence, inverse agonism. inhibition, % at 9.3 µM. 340,000 tested, 0.21% active. AID 504357; in the data active = inhibition above about 22%, passing the limit was not always enough;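 also: 0% = cells with DMSO and 100% = wells without cells with DMSO; values of inactives mirror those of a sister screen read the other way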
# phage Ecoli inh: E. coli growth loss with phage present | inhibition, % at 11.9 µM | 360,000 tested, 0.26% active | growth absorbance | AID 651602; in the data active = inhibition above about 11%
# AddAB inh: less growth of phage-infected E. coli with AddAB | 330,000 tested, 0.29% active | inhibition, % at 11.9 µM | E. coli expressing H. pylori AddAB, absorbance growth; in the data active = inhibition above about 12%;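 also: 0% = vehicle wells of infected cells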
# An asterisk follows results filed as active; · = no result given. Rows are unselected; 2.8% or so of the library scored in one or more.
cpd	structure	Tat export inh	Arr AP2 block	PKA-R1A activ	SUMO Mot1 rescue	Ecoli viability	Pemphigus Ab inh	OPRM1-OPRD1 ag	PfHsp90 set2	MOR-DOR inv ag	phage Ecoli inh	AddAB inh
1	CCOC(=O)C1=C(C)N(c2ccc(OC)cc2)C(=O)/C1=C\c1ccc(O)c(OCC)c1	0	6	-9	-15	0.6	104	-1.5	14	8	4.3	-0.2
2	CC(C)(C)c1ccc(OCc2nc(-c3ccccn3)no2)c(Br)c1	6	-5	-3	-4	1.4	106	6.2	-40	-38	-1.1	1.8
3	CCOC(=O)CC1(c2ccc(OC)c(OC)c2)C(=O)c2ccccc2C1=O	1	-11	-8	-3	-0.5	·	-0.6	1	3	1.9	1.0
4	CCCn1c(C)nc2c(c1=O)c1nc3ccccc3nc1n2CCC1=CCCCC1	-8	8	8	-3	0.4	106	2.8	·	-15	2.9	3.0
5	COC(=O)C(NC(=O)c1ccccc1)(Nc1nccs1)C(F)(F)F (stereo unspecified)	22	-7	8	-18	0.6	101	-2.6	-9	13	1.5	-1.7
6	CC(C)NC(=O)CC(=O)N/N=C/c1cccs1	0	9	-4	-15	-2.0	95	-1.7	-5	9	2.9	0.9
7	CNc1nc(N)c([N+](=O)[O-])c(NCC2CCCO2)n1 (stereo unspecified)	-1	6	5	134	-0.4	·	-1.7	9	8	-0.6	-1.1
8	c1cnc(SCCOc2cccc3ccccc23)nc1	6	2	-10	-16	0.3	110	2.4	13	-15	2.2	0.7
9	O=C(N/N=C/c1coc2ccccc2c1=O)c1cc(O)cc(O)c1	-8	-2	-6	·	·	98	0.0	15	0	4.7	·
10	CCOc1ccc(S(=O)(=O)N2CCN(C(=O)CCOc3ccccc3C)CC2)cc1	17	17	-2	-10	1.4	97	0.5	8	-3	2.1	0.0
11	O=c1cc(-c2ccc(O)cc2)oc2c(O)c(O)c(O)c(O)c12	9	6	-5	-11	-1.3	58*	0.6	-3	-3	2.0	2.0
12	CC(C)CC(=O)N/C(N)=N/c1nc2ccccc2o1	-4	44	-8	4	-1.8	108	-2.2	-5	12	2.3	-3.5
13	Cc1cccn2c(=O)c(C=O)c(N3CCN(C)CC3)nc12	-5	1	-5	19	0.2	113	-1.8	9	9	-0.9	1.2
14	Cc1ccc(N(CCC#N)C(=O)COC(=O)C2CCN(S(=O)(=O)c3ccc(C)c(C)c3)CC2)cc1	10	10	11	23	0.5	100	0.7	-15	-5	4.6	0.4
15	CC(OC(=O)C1CCN(c2ccc(C(F)(F)F)cn2)CC1)C(=O)NC1CCCCC1C (stereo unspecified)	14	1	-14	23	0.7	109	1.2	5	-5	1.9	0.3
16	O=C(CSc1nnc2sc3ccccc3n12)NCc1ccc2c(c1)OCO2	1	-1	-19	-23	1.7	101	-1.6	-11	8	2.4	-1.2
17	Cc1c(NS(=O)(=O)c2cccc(C(=O)N3CCC(C(N)=O)CC3)c2)c(=O)n(-c2ccccc2)n1C	23	17	0	-3	-2.1	95	-2.1	·	11	2.1	-1.2
18	Cc1cc(Cn2nc(-c3ccccc3)cc2C(=O)NCc2cccc(C(F)(F)F)c2)on1	-3	13	-7	2	1.5	·	2.2	30	-12	2.8	-0.2
19	O=C1Nc2ccc(Br)cc2C1(O)Cc1ccncc1 (stereo unspecified)	-6	-7	-13	·	1.4	107	-1.1	8	7	3.0	3.5
20	CC(=NNC(=S)N1CC2CCC(CC2)C1)c1ccncn1	5	26	-6	·	·	·	-3.3	111*	16	1.5	·
21	COc1ccc(CN(C)C2CCCCC2)c(C)c1C	1	1	12	-11	2.0	89	-1.6	-3	9	2.5	5.4
22	Cc1cc(C(=O)Nc2sc3c(c2C#N)CCC3)no1	4	1	1	15	1.6	109	-2.1	11	11	2.3	1.6
23	COc1ccc(Nc2nccc(N(C)C)c2C#N)cc1	-4	2	·	-2	1.1	102	·	7	·	3.2	3.2
24	CC(C)(C)NC(=O)c1ccc2nccnc2c1	-7	33	-4	2	0.0	95	-2.3	-5	11	2.1	4.6
25	CC(C)c1ccc(NC(=O)CCCC(=O)NCCc2ccccc2)cc1	-10	-6	7	-17	1.5	113	0.7	8	-4	4.1	4.1
26	NC(=O)c1nc(C(=O)N2CCCCC2)c2ccccc2n1	1	8	-12	3	0.8	106	-2.4	-16	14	4.3	0.3
27	COc1cccc(/C=C2/Oc3ccccc3N(CC(=O)NCC3CCCO3)C2=O)c1 (stereo unspecified)	-4	36	0	4	-1.0	·	0.5	-12	-3	·	3.6
28	COc1ccc(/C=C(/NC(=O)c2ccc(C)cc2)C(=O)N2CCCC2)cc1OC	-4	-7	-5	-6	-3.9	·	0.2	20	-1	0.9	3.1
29	Cc1ccc(C)c(NC(=O)COC(=O)CCCN=C2NS(=O)(=O)c3ccccc32)c1	3	2	-12	3	1.2	91	-0.2	-32	1	2.4	4.2
30	O=C(c1cccc(Oc2c(Cl)cccc2[N+](=O)[O-])c1)N1CCCCC1	2	32	5	10	-0.3	102	-3.2	16	16	3.5	1.7
31	Cc1onc(-c2ccccc2)c1-c1ccc(S(N)(=O)=O)cc1	-4	3	3	5	0.0	91	-1.2	-23	6	4.4	0.1
32	CCN(CC)CCCn1c2c(c(SCC(=O)Nc3cccc4ccccc34)nc1=O)CCC2	-6	3	-4	4	-0.5	107	1.8	-15	-11	1.8	-3.8
33	CN(Cc1ccccc1)C(=O)c1ccc(NC(=O)Cc2cccc(NC(=O)C3CCCN(C(=O)C4CCCC4)C3)c2)cc1 (stereo unspecified)	8	-9	-8	-20	-3.7	99	-1.4	-3	8	-0.8	0.8
34	O=S(=O)(Cc1nnnn1-c1ccccc1)c1ccccc1	1	7	-3	4	2.3	·	-0.8	7	4	2.5	0.4
35	COc1ccc(C(=O)NC(=S)N2CCN(C)CC2)cc1Br	0	11	-2	-4	1.9	103	-1.7	26	9	2.0	-1.9
36	COc1ccc(OC)c(NC(=O)c2sc3ncnc(N4CCN(c5ccccn5)CC4)c3c2C)c1	3	2	-10	328	1.3	87	4.6	-13	-32	·	2.7
37	O=C(O)CCn1c(CO)nc2ccccc21	-6	-3	7	19	1.1	97	-2.1	-32	12	3.1	2.6
38	O=C(NC(=S)Nc1ccc(S(=O)(=O)N2CCCCC2)cc1)c1ccc(Cl)cc1	-2	0	-18	-2	0.5	100	-0.9	3	4	1.6	2.8
39	COc1ccc(OCCN2C(=O)c3cccc(N)c3C2=O)cc1	2	13	-3	-13	-1.8	·	-0.6	-16	4	0.6	1.4
40	COCC(C)n1c(C)cc(C(=O)CN2C(=O)NC(Cc3c[nH]c4ccccc34)C2=O)c1C (stereo unspecified)	-3	-18	-4	-5	3.2	109	-1.1	-14	7	2.4	0.5
41	CCOC(=O)c1c(NC(=O)COC(=O)Cc2n[nH]c(=O)c3ccccc23)sc(C(=O)N(C)C)c1C	1	-2	-13	·	2.3	99	-1.2	-2	8	3.2	2.7
42	CCCCC1=CC2=CC(=O)C(C)(OC(=O)CC)C(=O)C2=CO1 (stereo unspecified)	-7	-1	-2	-6	-2.2	95	1.9	·	-11	1.2	1.6
43	CC(=O)Nc1ccc(-c2csc(Nc3ccc(S(N)(=O)=O)cc3)n2)cc1	-5	7	-6	-11	1.4	102	2.3	-12	-12	1.4	1.3
44	C[C@]12c3[nH]c4cc(-c5ccco5)ccc4c3CCN1C(=O)[C@@H](CC(=O)NCCC1=CCCCC1)C[C@@H]2C(=O)N1CCCCC1	-4	-8	-9	·	-1.6	107	1.3	-15	-6	-2.6	-0.7
45	COc1ccc(NC(=O)NNC(=O)CCC(=O)Nc2ccccc2Cl)cc1	4	19	9	6	2.5	94	-2.6	-15	12	1.6	3.5
46	NS(=O)(=O)c1ccc(CNc2nc(-c3cccnc3)nc3ccccc23)cc1	3	-5	-3	15	1.6	·	-1.1	-22	7	-0.9	1.9
47	Cc1cccc(CSC2=NCCN2S(=O)(=O)c2ccc(F)cc2)c1	10	-2	4	13	-0.3	102	3.0	-7	-20	3.1	0.1
48	CCOC(=O)c1ccc2[nH]c3c(c2c1)CCCC3	1	-4	-5	14	-3.0	108	1.3	-36	-6	1.1	0.6
49	CCN(CC)c1nc(OCCNC(=O)Nc2ccccc2)nc(N(CC)CC)n1	15	1	-10	-9	0.5	106	3.6	-9	-18	1.5	0.3
50	COc1cc(/C=N/c2oc(-c3ccccc3)cc2C#N)ccc1O	19	-1	-12	9	0.1	·	-1.1	·	7	2.3	1.1

# Remaining list, next part.
cpd	structure	Tat export inh	Arr AP2 block	PKA-R1A activ	SUMO Mot1 rescue	Ecoli viability	Pemphigus Ab inh	OPRM1-OPRD1 ag	PfHsp90 set2	MOR-DOR inv ag	phage Ecoli inh	AddAB inh
51	CN(c1ccccc1)c1nc(N)c([N+](=O)[O-])c(NCCO)n1	-4	-16	4	-14	2.5	109	-2.5	3	14	2.3	1.8
52	COc1cc(/C=C/C(=O)O)ccc1S(=O)(=O)N1CCCc2ccccc21	0	7	-12	2	-3.8	80	-0.9	10	6	5.3	-2.1
53	COc1ccc(C(=O)N/C(=C\c2cn(C)c3ccccc23)C(=O)N2CCOCC2)cc1	-1	1	0	-6	-1.9	101	-1.5	-22	8	3.6	4.4
54	CNc1nc(NCc2ccccc2)c2ccccc2n1	-7	3	6	-3	-0.3	114	-0.1	5	0	3.9	1.8
55	CCC1(CC)NC(=O)N(CC(=O)OCn2nnc3ccccc3c2=O)C1=O	-10	12	-3	160	0.2	104	-1.2	·	7	-0.8	0.9
56	FC(F)(F)c1cccc(Nc2ncnc3ccccc23)c1	-2	5	-2	39	1.9	96	0.9	9	-5	0.4	2.1
57	CCOC(=O)C1=C(C(=O)OCC)N(CC2CCCCC2)CCC1=O	-2	10	9	·	·	96	-3.0	-1	14	4.2	·
58	CCCCCCNCCn1cnc2c(N)ncnc21	-9	7	-4	-4	-0.8	97	·	·	·	2.1	1.6
59	CC(=O)NC(CC(=O)NCCc1ccccc1)c1ccccc1 (stereo unspecified)	-1	-16	7	-2	·	101	-0.7	-13	5	1.1	·
60	Cc1ccccc1NC1=CC(=O)CC(C)(C)C1	0	32	1	2	0.8	98	-0.3	-22	1	2.0	1.8
61	CCCCCC(=O)N1CCN(c2ccc(C(C)=O)cc2F)CC1	-2	20	-6	-5	2.1	96	-0.7	16	4	2.0	-0.6
62	Cc1c(OCC(=O)NCc2cccnc2)ccc2c3c(c(=O)oc12)CCC3	-1	-4	-5	83	0.2	109	-4.3	-2	22	0.6	4.6
63	COc1ccccc1CN1C(=O)CNC1=S	-4	-25	-6	1	0.2	103	-1.4	2	7	·	-0.8
